# miR122 inh = miR-122 Renilla sensor signal increase in Huh7, primary screen, miR-122 inhibitor project, cell-based, single point, plate reader; Huh7 miR-122 Renilla luciferase sensor, 48 h; neutral wells = 0, positive control = 100; activation (reporter increase), % at 12.5 µM; 340,000 compounds, 0.3% hits; AID 602342, 2012;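 active = mean replicate activation score at least 90 and every replicate individually at or above 90; inconclusive = only one of the two criteria met; inactive = neither criterion met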;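 note: higher luciferase means less miR-122 activity so hits act as miR-122 inhibitors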
# Casp6 inh = human caspase-6 inhibitors, primary screen, biochemical, VEID-R110 fluorescence, single point, set 2. P55212. purified caspase-6, Z-VEID-R110 cleavage fluorescence. inhibition, % at 12.5 µM. 350,000 compounds, 0.53% hits. AID 686996, 2013;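 active = mean inhibition across replicates at least about 35%, with every replicate also reaching that limit, limit read from the data; inconclusive = only one of the two criteria met; inactive = neither criterion met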;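 note: 0% = median of neutral control wells and 100% = no fluorescence left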
# CFTR F508del cor = F508del CFTR correction, initial screen, CFBE line, single point; CFBE cells, YFP halide quenching; stimulated with forskolin plus potentiator P3; % fluorescence drop versus neutral controls; activity (quench increase), % at 7.58 µM; 350,000 compounds, 0.36% hits; AID 720511, 2013;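 active = mean added fluorescence quench of at least 8% versus neutral control, with both replicates also reaching 8%; inconclusive = only one of the mean or replicate conditions met; inactive = mean below 8% and not both replicates reaching 8%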;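 note: cells transiently co-express mutant CFTR-F508del with the halide-sensitive YFP; corrector assay measuring rescue of mutant channel to the surface after 24 h compound exposure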
# ERp5 block = inhibitors of ERp5-driven insulin aggregation, primary screen, biochemical, turbidity, absorbance 650 nm, single point. Protein disulfide-isomerase A6 (Homo sapiens), Q15084. 350,000 compounds, 0.05% hits. inhibition, % at 9.99 µM. AID 651711, 2012. 90 min;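 active = mean replicate inhibition above about 25%, with every replicate also reaching it, limit read from the data, passing the limit was not always enough; inconclusive = only one of those two criteria met; inactive = neither criterion met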
# SIRT5 block = SIRT5 desuccinylase inhibitors, primary screen, biochemical, fluorescence imaging, single point, set 5 | NAD-dependent protein deacylase sirtuin-5, mitochondrial (Homo sapiens), Q9NXA8 | Purified SirT5, succinyl-peptide AMC, trypsin-coupled fluorescence | inhibition, % at 15 µM | 330,000 compounds, 1.1% hits; in the data active = inhibition above about 15%; inconclusive = no clear call, values can overlap the other calls
# DENV2 CPE rescue = inhibitors of DENV2 cytopathic effect, primary screen, cell-based, plate reader, single concentration; 350,000 compounds, 1.7% hits; AID 651640, 2012; DENV2-infected cells, cytopathic effect rescue; CPE inhibition, % at 9.99 µM; in the data active = CPE inhibition above about 20%, passing the limit was not always enough; inconclusive = no clear call, values can overlap the other calls; tested in BHK-21 cells;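 note: 0% = median of neutral control wells and 100% = median of positive control wells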
# ERAP1 HTS inh = human ERAP1 aminopeptidase inhibitors, primary screen, biochemical, single point, plate reader; AID 652197, 2013; inhibition, % at 10.7 µM; 340,000 compounds, 0.15% hits; recombinant ERAP1, Leu-AMC fluorescence, 60 min; Endoplasmic reticulum aminopeptidase 1 (Homo sapiens), Q9NZ08;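 active = mean replicate inhibition of at least 30%, or all replicates individually reaching that 30% level; inactive = mean below 30% and not every replicate reaching it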;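 note: 0% = neutral control wells and 100% = L-leucinethiol positive control wells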
# Target sequence (Q9NZ08 whole entry, looked up): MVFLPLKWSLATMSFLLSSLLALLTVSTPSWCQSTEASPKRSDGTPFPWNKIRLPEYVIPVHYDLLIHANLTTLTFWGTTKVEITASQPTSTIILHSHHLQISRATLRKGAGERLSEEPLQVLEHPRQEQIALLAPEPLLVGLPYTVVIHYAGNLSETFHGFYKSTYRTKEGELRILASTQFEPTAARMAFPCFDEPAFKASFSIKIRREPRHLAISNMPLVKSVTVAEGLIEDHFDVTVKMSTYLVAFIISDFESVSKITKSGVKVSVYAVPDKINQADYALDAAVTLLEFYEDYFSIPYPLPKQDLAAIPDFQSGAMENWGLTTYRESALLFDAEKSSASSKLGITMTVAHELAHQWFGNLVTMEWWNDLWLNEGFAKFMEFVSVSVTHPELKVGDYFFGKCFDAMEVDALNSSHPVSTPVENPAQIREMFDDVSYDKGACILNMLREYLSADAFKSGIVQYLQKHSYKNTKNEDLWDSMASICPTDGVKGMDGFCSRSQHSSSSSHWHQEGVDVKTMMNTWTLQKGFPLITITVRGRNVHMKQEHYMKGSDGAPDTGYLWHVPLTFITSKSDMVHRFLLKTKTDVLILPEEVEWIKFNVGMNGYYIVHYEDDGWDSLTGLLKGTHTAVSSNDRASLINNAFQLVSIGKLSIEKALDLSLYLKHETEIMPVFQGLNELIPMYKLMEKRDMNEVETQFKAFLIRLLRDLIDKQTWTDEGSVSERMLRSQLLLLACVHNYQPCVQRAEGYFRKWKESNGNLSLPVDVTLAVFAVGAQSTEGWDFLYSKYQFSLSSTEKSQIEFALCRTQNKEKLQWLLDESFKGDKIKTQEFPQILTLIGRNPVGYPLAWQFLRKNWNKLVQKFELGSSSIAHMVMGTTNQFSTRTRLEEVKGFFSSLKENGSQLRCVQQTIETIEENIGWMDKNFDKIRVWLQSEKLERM
# * marks the source's active call; other numbers are inactive results; ? = inconclusive; / = not tested or not shown; & = joins results of further samples; [ ] = another dose, or the depositor's remark.
miR122 inh	Casp6 inh	CFTR F508del cor	ERp5 block	SIRT5 block	DENV2 CPE rescue	ERAP1 HTS inh	Molecule
-2	-2	-1.9	3	-4	-7	8	O=C(NCC1CC1)C1Cc2c(-c3cccc(F)c3)ccnc2O1 (stereo not given)
-5	-1	-1.2	-10	-1	5	-5	Cc1ccc(NC(=O)CCNC(=O)c2ccco2)cc1F
/	4	0.5	-7	-2	/	0	O=C(NC1=NCCS1)c1cccc(N2C(=O)c3ccccc3C2=O)c1
-6	0	/	-4	-1	-5	-1	CC(C)OC(=O)NS(=O)(=O)c1cccc([N+](=O)[O-])c1
0[16.7 µM]	0	1.3	1	/	8	-2	C[C@H]1CN([C@@H](C)CO)C(=O)Cc2cc(NC(=O)CCC(F)(F)F)ccc2O[C@@H]1CN(C)C(=O)Nc1cccc2ccccc12
-2	1	-4.1	-1	/	0	0	CCCSc1nnc(N2C(=O)CC(c3ccsc3)C3=C2CCCC3=O)s1 (stereo not given)
14[16.7 µM]	0	2.0	-4	7	14	-3	Cc1ccc(S(=O)(=O)N(C)C[C@@H]2OCCCC[C@@H](C)Oc3ccc(NS(=O)(=O)c4cccs4)cc3C(=O)N([C@@H](C)CO)C[C@@H]2C)cc1
/	3	-0.9	2	-6	-3	-4	CC(C)c1nc(N2CCN(C(=O)c3ccco3)CC2)c(C#N)c2c1COC(C)(C)C2
6	-6	-3.4	5	-4	-3	-6	COc1ccc(NS(=O)(=O)c2cccc(C(=O)N/N=C/c3cn(-c4ccccc4)nc3-c3ccc(OC)cc3)c2)cc1
-2[16.7 µM]	3	-1.6	2	1	14	0	CC(C)NC(=O)Nc1ccc2c(c1)C(=O)N([C@H](C)CO)C[C@@H](C)[C@H](CN(C)Cc1ccc(Cl)c(Cl)c1)OCCCC[C@H](C)O2
-3	-1	2.0	5	/	4	3	COc1ccc(CNCC(O)(c2ccc(F)cc2)c2ccc(F)cc2)cc1
4[16.7 µM]	0	-0.9	-6	-2	-4	0	C[C@@H](NC(=O)C[C@@H]1CC[C@H]2[C@@H](COC[C@@H](O)CN2C)O1)c1ccccc1
-7	12	0.5	-5	6	10	0	Cc1ccc2c(c1)CCCN2S(=O)(=O)c1cccc(C(=O)Nc2ccccc2C(=O)O)c1
?	1	-1.7	-3	-8	/	-1	COCCNC(=O)c1ccc(C)c(S(=O)(=O)Nc2ccc(C)cc2)c1
/	-1	1.0	1	-6	10	9	CC(=O)Nc1ccc2c(c1)OCO2
/	2	1.2	-2	1	2	0	O=C(CSc1nnc2ccccn12)NCc1ccco1
/	5	0.8	9	-5	5	2	CCC(Cc1ccccc1)n1c(=S)[nH]c2ccccc2c1=O (stereo not given)
2	0	-1.4	-2	0	-3	2	COc1ccccc1N1CCN(C(=O)c2cc3c(s2)-c2ccccc2OC3)CC1
/	2	1.4	3	1	-1	-1	COc1ccc(C(C(=O)Nc2ccc(C(C)C)cc2)N(Cc2ccco2)C(=O)CC2NC(=O)NC2=O)cc1 (stereo not given)
-9[16.7 µM]	-1	-2.9	5	3	-1	5	CNC[C@H]1Oc2ccc(N(C)C)cc2CC(=O)N([C@@H](C)CO)C[C@H]1C
-15	-2	-3.4	8	-2	-2	2	CCc1nc2ccc(C(=O)NCCOc3ccc(OC)cc3)cn2c1N(C)Cc1ccc(N(C)C)cc1
2	-2	1.7	3	-3	-6	-1	COc1ccc(CC(N)c2csc(NC(=O)C(c3ccccc3)c3ccccc3)n2)cc1 (stereo not given)
0	1	0.0	-2	1	12	0	CNC(=O)c1c(NC(=O)C2=COCCO2)sc(C)c1C
-3	0	2.5	10	-1	-18	0	CCCCCCCNC(=O)C1(CC2CC(c3ccc(Cl)cc3)=NO2)CCNCC1 (stereo not given)
9[16.7 µM]	-5	-1.5	0	-1	-3	-3	CC=Cc1ccc2n(c1=O)C[C@H]1[C@H](CO)[C@@H](C(=O)NCc3ccc4c(c3)OCO4)[C@@H]2N1C(C)=O (mixture of isomers)
0	5	2.2	-8	-4	7	-6	COCCCNC(=O)C1=CCN(S(=O)(=O)c2ccc(OC)cc2)CC1
4[16.7 µM]	-4	-1.7	3	8	-6	1	C[C@@H]1CCCCO[C@@H](CN(C)Cc2ccccc2)[C@@H](C)CN([C@@H](C)CO)C(=O)c2cc(NC(=O)CCC(F)(F)F)ccc2O1
/	-2	-1.7	-5	0	-3	-2	O=C(Nc1ccccc1)N[C@H]1CC[C@@H](CCNS(=O)(=O)c2cccc(F)c2)O[C@@H]1CO
-2	2	-31	-1	-5	1	2	C/C(=N\NC(=O)Cn1cc([N+](=O)[O-])cn1)c1ccco1
-4	3	0.4	9	9	-2	55*	Cc1nc(SCc2ccc(O)c([N+](=O)[O-])c2)c([N+](=O)[O-])[nH]1
/	-1	1.0	2	-12	0	-2	CC(C)C(C)NC(=O)COc1nc2ccccc2nc1N(C)C1CCCCC1 (stereo not given)
-16[16.7 µM]	0	-4.9	-9	-4	-22	-1	C[C@@H]1CN([C@@H](C)CO)C(=O)Cc2cc(NC(=O)NC3CCCCC3)ccc2O[C@H]1CN(C)Cc1ccc(-c2ccccc2)cc1
/	-3	-1.8	5	-3	3	-2	COCCCn1c(SCC(=O)c2ccccc2)nc2ccccc2c1=O
/	1	-0.5	-4	-2	0	1	Cc1cc(C)c(S(=O)(=O)c2ccc(Cl)cc2)c(Cl)n1
/	1	4.9	2	4	2	-1	CC(C)CC#Cc1cnc2c(c1)C(=O)N([C@@H](C)CO)C[C@@H](C)[C@H](CN(C)Cc1ccccc1C(=O)O)O2
-12	4	-4.3	-8	-3	-16	0	CCc1cc2c(SCC(=O)N3CC(=O)Nc4ccccc43)ncnc2s1
-8	2	2.4	-1	0	12	/	COc1ccc(C2c3ccc4ccccc4c3Oc3ncn(CCCO)c(=N)c32)cc1 (stereo not given)
25	-5	-1.7	3	3	-4	0	Cc1ccc(S(=O)(=O)NCc2ccccc2)cc1C(=O)NC1CCCCC1
/	-1	0.4	1	-1	-3	2	O=C(c1ccco1)N1CCC(c2nc3c(nnn3Cc3c(Cl)cccc3Cl)c(=O)[nH]2)CC1
/	0	2.2	-4	0	5	-1	O=C1CN(c2cc(Cl)cc(Cl)c2)C(=O)CN1/N=C/c1cccnc1
-4	1	/	-2	0	/	2	Cc1ccc(C2(CC(=O)O)CCOC(C)(C)C2)cc1 (stereo not given)
-7	0	-0.1	3	/	-1	/	Cc1cc(C2=CC(=O)C[C@H](c3ccc4c(c3)OCO4)C2)ccc1F
36	1	/	7	2	/	3	O=C(OCn1ncc(Cl)c(Cl)c1=O)c1ccc(C(F)(F)F)cc1
-17[16.7 µM]	-2	-3.9	2	-2	-11	3	COCC(=O)N1[C@@H]2CN(C(=O)c3cccnc3)c3ccccc3[C@@H]2[C@@H]1CO
2	13	-3.3	3	1	18	0	COc1ccc(C(=O)N2CCC(C(=O)O)CC2)c2ccccc12
0[16.7 µM]	/	-0.7	7	-3	-4	/	COCC#Cc1cnc2c(c1)C(=O)N([C@H](C)CO)C[C@@H](C)[C@H](CN(C)C(=O)C1CCCCC1)O2
-4	-3	-0.3	3	-3	5	-2	CS(=O)(=O)N(CC(=O)NCc1ccncc1)c1ccc(Cl)c(Cl)c1
35[16.7 µM]	0	2.1	5	24*	22*	1	COc1ccc(CN(C)C[C@H]2Oc3c(NC(=O)c4ccc(-c5nccs5)cc4)cccc3C(=O)N([C@@H](C)CO)C[C@@H]2C)cc1
/	-3	/	-6	-2	3	0	CN(/N=C/c1ccncc1)C1=NCCN1
-2	-4	-0.9	2	-2	6	54*	C[N+]1(CC2COC3(CCCCC3)O2)CCCCC1 (stereo not given)
-4	-4	-0.5	3	-7	/	-1	O=C(CCNC(=O)c1ccccc1Cl)Nc1cc(S(=O)(=O)N2CCOCC2)ccc1N1CCOCC1
-1	-2	-3.7	2	/	-10	5	COc1c(OC(C)=O)c(=O)n2c3ccccc3c3ccnc1c32
/	4	/	3	2	/	-11	CCn1c(CSc2nccn2C)nc2cc(C(=O)O)ccc21
8	0	-0.5	1	1	5	0	COc1cccc(NC(=O)CCC2CCN(C(=O)c3ccc(C(C)=O)s3)CC2)c1
-4[16.7 µM]	0	3.6	3	-6	?	-1	CNC(=O)C[C@@H]1CC[C@@H]2[C@@H](COc3ccc(NS(=O)(=O)c4cccc(F)c4)cc3C(=O)N2C)O1
3&1[16.7 µM]	-2&2&3	-0.8&-2.6&1.2	-1&-3&2	-3&-3&2	15&-5&2	3&0	C[C@@H]1CN([C@H](C)CO)C(=O)CCCn2cc(nn2)CO[C@H]1CN(C)C(=O)Oc1ccccc1
0[16.7 µM]	-1	1.4	2	34*	12	1	C[C@@H]1CN([C@H](C)CO)C(=O)c2cc(N(C)C)ccc2O[C@H]1CN(C)C(=O)Nc1ccc(F)cc1
/	1	1.7	0	/	-2	-2	O=C(Cc1ncn[nH]1)NCCc1ccccc1
-5	0	-1.0	12	8	-3	1	COc1ccc(S(=O)(=O)N2CCCCC2)cc1NCC(=O)Nc1ccc(C)cc1
10	-135	0.3	-5	-1	9	5	COc1ccc(C(CNC(=O)c2cc(S(=O)(=O)NCc3ccccc3)ccc2C)N2CCOCC2)cc1 (stereo not given)

# Structures shown so far that have two or more sulfur atoms, in the order listed:
miR122 inh	Casp6 inh	CFTR F508del cor	ERp5 block	SIRT5 block	DENV2 CPE rescue	ERAP1 HTS inh	Molecule
-2	1	-4.1	-1	/	0	0	CCCSc1nnc(N2C(=O)CC(c3ccsc3)C3=C2CCCC3=O)s1 (stereo not given)
14[16.7 µM]	0	2.0	-4	7	14	-3	Cc1ccc(S(=O)(=O)N(C)C[C@@H]2OCCCC[C@@H](C)Oc3ccc(NS(=O)(=O)c4cccs4)cc3C(=O)N([C@@H](C)CO)C[C@@H]2C)cc1
-12	4	-4.3	-8	-3	-16	0	CCc1cc2c(SCC(=O)N3CC(=O)Nc4ccccc43)ncnc2s1

# Following part.
miR122 inh	Casp6 inh	CFTR F508del cor	ERp5 block	SIRT5 block	DENV2 CPE rescue	ERAP1 HTS inh	Molecule
-6[16.7 µM]	-3	-1.1	0	12	-3	0	C[C@@H]1CCCCO[C@H](CN(C)C(=O)Nc2ccc(C(F)(F)F)cc2)[C@H](C)CN([C@@H](C)CO)C(=O)c2cc(NS(=O)(=O)c3ccc(Cl)cc3)ccc2O1
-3	4	0.6	-5	0	-3	0	Cc1cc(NS(=O)(=O)c2ccc(NC(=O)/C=C/c3cccc(Cl)c3)cc2)no1
7[16.7 µM]	1	0.6	-9	-2	5	-3	C[C@H](CO)N1C[C@H](C)[C@H](CN(C)S(=O)(=O)c2cccs2)Oc2ccc(NC(=O)C3CC3)cc2C1=O
8[16.7 µM]	-1	-1.4	5	0	-9	-1	C[C@@H]1CN([C@@H](C)CO)C(=O)c2cc(C3=CCCC3)cnc2O[C@H]1CN(C)C(=O)CN(C)C
/	-2	-1.3	2	0	-2	1	C[C@@H]1CN([C@@H](C)CO)C(=O)c2c(c3ccccc3n2C)-c2ccccc2CO[C@@H]1CN(C)C(=O)[C@@H]1CCCN1C
3[16.7 µM]	9	-0.5	-1	-3	-4	3	Cc1noc(C)c1S(=O)(=O)N(C)C[C@H]1OCCCC[C@H](C)Oc2ccc(NC(=O)NC(C)C)cc2C(=O)N([C@H](C)CO)C[C@H]1C
2	-2	0.9	1	-1	0	0	CCc1ccc(CNC(=O)C2CCN(S(=O)(=O)N3CCC(C)CC3)CC2)cc1
6	3	4.2	-1	-2	3	0	COC(=O)[C@@H](N)CS
1	0	1.3	3	2	1	-1	Cc1csc(NC(=O)Cc2ccccc2Cl)n1
4	-4	2.1	-4	-3	0	3	CCCc1ccc2oc(C(=O)NCCN3CCCC(O)C3)c(C)c2c1 (stereo not given)

# Source: PubChem BioAssay (Broad Institute)
